# MazF activator: MazEF (E. coli) toxin RNase activation | P0AE70 | FAM/BHQ RNA-DNA oligo cleavage fluorescence, 5 h | activation, % at 20 µM | hit rate 0.32% among 350,000 | AID 504720; in the data active = activation above about 50%
# Target sequence (P0AE70 whole entry, looked up): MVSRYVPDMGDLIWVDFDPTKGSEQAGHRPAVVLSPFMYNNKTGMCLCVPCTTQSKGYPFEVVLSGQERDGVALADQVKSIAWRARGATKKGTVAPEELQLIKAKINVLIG
# CCHFV vOTU inh: CCHFV vOTU protease inhibition | Pep-AMC fluorescence | inhibition, % at 11.5 µM | hit rate 0.55% among 370,000 | AID 651958; in the data active = inhibition above about 30%; note: 0% = vehicle wells with enzyme and 100% = no enzyme wells
# SARS 3CLpro inh: SARS-CoV 3CLpro protease inhibition | inhibition, % at 6 µM | recombinant SARS-CoV 3CLpro, quenched FRET peptide cleavage | AID 1706 | hit rate 0.14% among 290,000 | P0C6X7; in the data active = inhibition above about 12%
# BH1578 lux ind: inducers of Vibrio cholerae quorum light production without autoinducers | hit rate 0.16% among 350,000 | V. cholerae BH1578 lux reporter, luminescence, 6 h | activation, % at 18.7 µM | AID 588436; in the data active = activation mostly above about 9.7%, no sharp cut-off; note: not every result past the cut was called active; inactives centre near 0; reference of the scale not given here
# Yp Topo-I inh: blocks Yersinia pestis topoisomerase I activity; hit rate 0.064% among 360,000; activity, % at 10 µM; AID 504884; Y. pestis Topo-I cleavage product accumulation, plate reader; in the data active = activity above about 50%, passing the limit was not always enough; note: inactives centre near 2
# PriA SSB inh: inhibitors of Klebsiella pneumoniae PriA binding to SSB C-terminal tail; inhibition, % at 33 µM; hit rate 0.6% among 430,000; AlphaScreen SSBct-PriA binding, biotinylated peptide; AID 1272365; in the data active = inhibition mostly above about 37%, no sharp cut-off; inactive = mostly below about 20%;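 note: plate controls were negative control peptide for no effect and reference peptide for full effect; strong numbers were not always called active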
# Rv3671c protease: inhibitors of M. tuberculosis serine protease Rv3671c; hit rate 0.048% among 320,000; P9WHR9; inhibition, % at 5.96 µM; in the data active = inhibition above about 38%;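 note: extracellular domain of Rv3671c used as enzyme; 0% = enzyme with DMSO and 100% = no enzyme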
# Target sequence (P9WHR9 whole entry, looked up, the tested form may be a part): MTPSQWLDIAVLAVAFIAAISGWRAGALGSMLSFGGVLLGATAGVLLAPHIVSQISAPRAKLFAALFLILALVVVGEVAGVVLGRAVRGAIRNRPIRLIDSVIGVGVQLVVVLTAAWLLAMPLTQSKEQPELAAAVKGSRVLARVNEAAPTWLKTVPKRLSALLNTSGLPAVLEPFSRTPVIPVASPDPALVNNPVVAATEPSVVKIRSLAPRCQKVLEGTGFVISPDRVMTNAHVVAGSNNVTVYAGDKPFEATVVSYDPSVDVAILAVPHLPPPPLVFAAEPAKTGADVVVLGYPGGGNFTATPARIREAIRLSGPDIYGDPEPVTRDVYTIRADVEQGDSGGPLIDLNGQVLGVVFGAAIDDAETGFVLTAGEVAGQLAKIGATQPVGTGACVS
# TcdB GH inh: inhibitors of Clostridioides difficile toxin B glycohydrolase; inhibition, % at 9.99 µM; P18177; TcdB glycohydrolase enzymatic assay, plate reader; hit rate 0.24% among 350,000; AID 652162; in the data active = inhibition above about 10%
# DUSP3 inh: inhibitors of human VHR1 phosphatase (DUSP3). inhibition, % at 13.3 µM. hit rate 0.52% among 290,000. AID 1654. P51452. recombinant VHR phosphatase, pNPP absorbance; in the data active = inhibition above about 50%; note: some compounds called inactive have numbers as strong as hits
# Target sequence (P51452 whole entry, looked up): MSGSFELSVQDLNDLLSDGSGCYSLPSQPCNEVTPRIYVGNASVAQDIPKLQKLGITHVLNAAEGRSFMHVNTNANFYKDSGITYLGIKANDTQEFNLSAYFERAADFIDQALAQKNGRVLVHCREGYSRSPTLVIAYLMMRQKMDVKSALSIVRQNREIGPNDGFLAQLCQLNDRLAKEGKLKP
# PrPC surface inh: cell surface PrPC inhibition, primary TR-FRET screen; TR-FRET read-out; AID 720596; hit rate 0.43% among 370,000; inhibition, % at 13.8 µM; in the data active = inhibition above about 24%; note: 0% = median of the test wells and 100% = reference compound wells
# * hit, by the source's call; i = inactive; / = not tested or not shown; & = joins results of further samples. A portion of the library, so the mix of outcomes need not match the whole.
SMILES,MazF activator,CCHFV vOTU inh,SARS 3CLpro inh,BH1578 lux ind,Yp Topo-I inh,PriA SSB inh,Rv3671c protease,TcdB GH inh,DUSP3 inh,PrPC surface inh
O=C(/C=C/c1ccc(Cl)c([N+](=O)[O-])c1)Nc1ccc(N2CCCC2)cc1,8,-2,3,-0.2,-11,33,9,0.8,7,3
Cc1cc(C)nc(NC(=O)c2csnn2)c1,-9,4,-2,-0.5,10,-6,-1,0.9,19,-5
CC(=O)Nc1cc2c3c(c1)CCC(=O)N3CCC2,7,5,-8,-8.5,3,4,2,1.3,13,1
CCCn1c(SCC(=O)NCc2ccccc2Cl)n[nH]c1=O,8,11,-4,i,-4,-2,0,1.3,2,-1
CCC1CCCCN1C(=O)Cn1c(=O)n(CCCC(=O)NCc2ccco2)c(=O)c2sccc21 (stereo unspecified),3,-2,0,i,-7,-9,-5,-9.7,12,-1
O=c1oc2ccccc2cc1N1CCOCC1,-15,15,-2,-0.3,-2,-2,-11,1.1,2,-1
CCC(C(=O)NCc1ccc(F)cc1)N(Cc1cccs1)C(=O)c1snc(C(N)=O)c1N (stereo unspecified),3,-8,1,-0.8,19,-4,2,1.2,20,2
Cc1cc(C(=O)N2CCCC2(C)C(=O)NCC(C)C)nn1C(C)(C)C (stereo unspecified),/,-4,/,-0.7,-1,/,/,0.0,/,-3
C[C@H](O)[C@@H]1C(=O)N2CCc3ccc(N4CCN(C)CC4)cc3[C@@H]2C[C@@H]1N(C)C(=O)c1ccc(C#N)cc1,-2,4,/,1.4,3,-1,/,0.6,/,4
CC(=O)Nc1cc(-c2cccnc2)cn2c(-c3ccc(F)cc3)cnc12,/,-3,/,-0.2,17,/,/,1.0,/,-12
O=C(O)/C=C/c1coc2ccc(F)cc2c1=O,-3,11,1,-0.3,-6,-13,-7,/,2,4
COc1cc(/C=N/NC(=S)NCCc2ccccc2)cc(OC)c1OC,1,14,1,i,-11,/,/,-0.2,10,6
C/C=C(\C)C(=O)Nc1cccc(C2=NOC3(C2)C[C@@H](C(N)=O)N(C(=O)c2cc([N+](=O)[O-])cc([N+](=O)[O-])c2C)C3)c1 (stereo partly specified),3,-1,/,i,-4,1,-7,0.9,22,-30
O=C(Nc1ccccc1)N1CCn2c1nc1ccccc12,-8,2,1,-0.5,10,-13,-1,/,18,-7
COc1ccccc1OCCCOc1ccc(/C=C2\SC(=O)NC2=O)cc1OC,-2,2,3,-1.7,10,-4,-15,1.2,-18,5
COc1ccc(C(=O)CSc2nnc(NC(=O)C3CC(=O)N(c4ccccc4)C3)s2)cc1 (stereo unspecified),-4,4,5,-0.5,-2,-7,-30,-0.5,16,-2
COc1cc2c(cc1OC)C(C)N(C(=S)Nc1ccccc1)CC2 (stereo unspecified),3,18,3,i,7,18,1,/,-4,2
Cc1cc(-c2ccc(S(=O)(=O)N3CCCCC3)s2)on1,-7,7,6,-0.4,5,-10,-2,1.1,-10,-12
c1ccc(Nc2ncnc3[nH]ncc23)cc1,2,-4,-2,1.2,6,-2,-6,0.7,25,-2
COC(=O)c1ccc(NC(=O)CSc2nc3cccnc3n2C)cc1,9,3,0,7.7,11,-11,-3,/,9,2
Cc1ccc(SCC(=O)OCC(=O)N(CCC#N)c2ccccc2)cc1C,-4,3,/,i,23,-9,13,1.7,/,-4
CCc1ccc(NC(=S)Nc2cccc3cnccc23)cc1,-1,14,3,-0.3,-11,10,-11,1.9,26,-1
Cc1cccc(-c2nc(NCCCN(C)C)c3ccccc3n2)c1,10,15,0,i,2,-5,5,0.8,-9,-9
COc1ccc(NC(=O)C2CCCN2S(=O)(=O)c2ccc3c(c2)CCC(=O)N3)c(OC)c1 (stereo unspecified),16,-4,-4,-0.2,-1,8,-6,1.8,11,11
CC(=O)Nc1cccc(NC(=O)C2CCCN2C(=O)Nc2cccc(C)c2)c1 (stereo unspecified),0,-1,-2,3.3,-10,-1,4,/,5,4
C#CCOCCOCCOCCNc1nc(N2CCN(C(=O)CCCCCCCCCCNC(=O)Cn3cc(CCCCCN)nn3)CC2)nc(N2CCN(C(=O)CCCCCCCCCCNC(=O)[C@@H]([C@H](C)O)n3cc(C)nn3)CC2)n1,-36,/,/,-0.8,-26,7,2,/,/,/
COc1ccc(C2C(C(=O)NCC3CCCO3)c3cc(OC)c(OC)cc3C(=O)N2C)cc1OC (stereo unspecified),5,-3,3,-0.4,-7,-17,-7,/,3,0
COc1ccc(CN2CCC[C@]3(N[C@H](c4ccc(C)cc4)[C@@H]4C(=O)N(Cc5ccccc5)C(=O)[C@@H]43)C2=O)cc1,4,14,/,1.0,4,/,/,3.3,/,6
Cc1ccc(S(=O)(=O)N(C)c2cc(S(=O)(=O)N3CCOCC3)c(C)cc2C)cc1,0,-1,1,-0.2,24,0,11,0.1,12,0
O=C1CCC[C@H]2c3[nH]c4ccccc4c3CCN12,-7,-1,/,-0.3,5,-4,0,0.3,/,-4
O=C(NNS(=O)(=O)c1ccccc1)c1ccccc1-n1cccc1,8,-6,-1,-0.4,3,-8,-1,2.5,10,5
O=C(OCCCc1cc2ccccc2c(=O)o1)c1ccccc1C(F)(F)F,-2,5,/,i,45,-19,1,0.9,/,-3
CCC(C)N(C(=O)CSc1nnnn1-c1ccccc1OC)C1CCS(=O)(=O)C1 (stereo unspecified),-10,16,/,-3.8,-6,-4,-2,0.3,/,3
CS(=O)(=O)N1CCC(C(=O)N2CCN(Cc3ccccc3)CC2)CC1,4,-5,4,0.6,1,-4,4,0.7,-3,5
O=C(C1=C[C@H](c2ccc3c(c2)OCO3)C[C@H](OCc2ccc(CO)cc2)O1)N1CCN(Cc2ccc3c(c2)OCO3)CC1,-1,14,1,-10,14,18,-11,1.0&-15&0.4,-6,13
CC(C(=O)O)c1ccc2c(c1)[nH]c1ccc(Cl)cc12 (stereo unspecified),-8,10,5,i,3,-4,-4,0.3,13,4
Cc1ccc(C)c(N2CCN(C(=O)CCS(=O)(=O)c3cccc4nonc34)CC2)c1,-4,5,4,-0.3,33,-8,-13,/,-1,-25
COc1ccc(NC(=S)NC23CN4CN(CN(C4)C2)C3)cc1,1,8,0,-0.4,-2,-19,-3,/,9,13
CCc1ccccc1NC(=O)c1ccoc1C,4,-1,-4,i,-15,-10,-9,/,16,0
COc1ccc(CNC(NC(=O)c2ccccc2)(C(F)(F)F)C(F)(F)F)cc1,-3,-4,-3,-0.3,-16,6,-4,1.8,7,-6

# A different layout for 2 compounds above.
C#CCOCCOCCOCCNc1nc(N2CCN(C(=O)CCCCCCCCCCNC(=O)Cn3cc(CCCCCN)nn3)CC2)nc(N2CCN(C(=O)CCCCCCCCCCNC(=O)[C@@H]([C@H](C)O)n3cc(C)nn3)CC2)n1
  MazF activator = -36 | CCHFV vOTU inh = / | SARS 3CLpro inh = / | BH1578 lux ind = -0.8 | Yp Topo-I inh = -26 | PriA SSB inh = 7 | Rv3671c protease = 2 | TcdB GH inh = / | DUSP3 inh = / | PrPC surface inh = /

CCc1ccc(NC(=S)Nc2cccc3cnccc23)cc1
  MazF activator = -1 | CCHFV vOTU inh = 14 | SARS 3CLpro inh = 3 | BH1578 lux ind = -0.3 | Yp Topo-I inh = -11 | PriA SSB inh = 10 | Rv3671c protease = -11 | TcdB GH inh = 1.9 | DUSP3 inh = 26 | PrPC surface inh = -1

# Next part.
SMILES,MazF activator,CCHFV vOTU inh,SARS 3CLpro inh,BH1578 lux ind,Yp Topo-I inh,PriA SSB inh,Rv3671c protease,TcdB GH inh,DUSP3 inh,PrPC surface inh
O=C(CCc1ccc(S(=O)(=O)N2CCCCC2)cc1)c1nnc(-c2ccccc2)o1,-3,9,5,-7.4,14,-2,-1,/,10,5
CCOc1cc(C2C3=C(CCCC3=O)NC3=C2C(=O)CCC3)cc(Cl)c1O,5,11,/,5.0,-7,5,-3,/,-4,-8
O=C(CSc1ccc(-c2ccccc2)nn1)c1ccccc1,2,-1,9,i,6,-34,-15,-0.4,7,0
CC(C)c1nc(C#N)c(NN)o1,-1,6,-2,i,-4,-11,0,-2.1,9,-4
Cn1c(=O)n(C)c2cc(NS(=O)(=O)c3cccs3)ccc21,10,-13,0,i,-9,2,0,-0.2,-20,-5
CN1C=CC2=C(C#N)C(N)C(C#N)(C#N)[C@H](c3ccccc3)[C@H]2C1 (stereo partly specified),12,-46,0,i,12,6,-2,/,4,-13
CCc1noc(C)c1C(=O)N1CCN(S(=O)(=O)c2ccc(C)cc2)CC1,7,4,/,-0.2,-9,-5,5,1.1,/,-2
C=Cc1ccc(N=Cc2c(O)ccc3ccccc23)cc1,-132,5,2,-0.6,-10,3,-17,-3.8,2,7
COc1ccc(S(=O)(=O)N2CCN(CC(=O)N3CCc4ccccc4C3)CC2)cc1OC,1,1,/,1.8,3,-8,-7,1.3,/,5
COc1ccc(N2CS(=O)(=O)/C(=C/N(C)C)C2=O)cc1,-5,-2,1,i,8,-3,3,/,-11,-4
CC[C@@]1(C(=O)OC)N[C@H](CN(C)C(=O)COC)[C@@H]2C(=O)N(Cc3ccccc3)C(=O)[C@@H]21,4,-3,/,i,6,-9,2,-0.9,/,1
OCCC1CN(Cc2cccc(F)c2F)CCN1CCc1ccccc1 (stereo unspecified),-2,-4,0,-0.5,1,-6,-5,-0.7,18,-2
Cc1ccc(CNC(=O)c2cnc3ccccc3n2)cc1,10,14,-5,i,8,0,-3,0.1,7,-4
Cc1ccc(S(=O)(=O)N2C/C=C\CN(S(=O)(=O)c3ccccc3Br)CC2)cc1,5,6,/,-1.6,22,-5,/,1.5,/,5
CCN(Cc1nc(-c2ccccc2)no1)C(=O)c1ccoc1C,7,3,0,i,-5,-6,-14,1.0,-19,-5
CCC1(c2ccccc2)NC(=O)N(CC(=O)Nc2ccc(Cl)c(S(=O)(=O)N3CCCCC3)c2)C1=O (stereo unspecified),-4,8,/,i,1,2,-31,-3.0,/,3
O=C(c1cc(=O)c2ccccc2o1)N(Cc1ccccc1)C1CCS(=O)(=O)C1 (stereo unspecified),9,1,2,i,1,1,9,-0.2,4,2
O=C(Nc1sc2c(c1C(=O)O)CCCCC2)c1cccs1,2,7,9,-0.2,-5,-7,4,2.6,15,6
COc1ccc(NC(=O)CSc2nnc3ccc(-c4ccncc4)nn23)cc1,-3,-6,/,-5.3,-4,2&-2,-1,1.4,/,-29
CC(=O)Nc1ccc(OCC(=O)NCc2ccc(C)cc2)cc1,-1,8,2,i,2,-18,-5,3.2,26,0
O=C(NC1CC1)c1cc(OCC(F)(F)F)ccc1OCC(F)(F)F,0,8,3,i,5,-16,-3,1.1,14,0
COc1cc(CNCCO)cc(Cl)c1OCc1ccc(Cl)cc1Cl,24,11,-1,-2.0,-22,-5,-9,4.9,-2,-13
COc1ccc(NC(=O)CN(C)C2CCS(=O)(=O)C2)cc1 (stereo unspecified),-3,5,/,0.3,-6,-5,-5,0.8,/,4
COc1cc(NC(c2ccccc2)c2ccccc2)cc(OC)c1OC,3,0,-9,0.7,-9,13,3,/,2,11
COc1ccc([C@H]2CC(=O)C=C(c3c(C)cc(C)cc3C)C2)cc1,-5,2,/,-0.5,23,-17,-3,-0.8,/,0
Cc1csc(Nc2ccccc2)n1,0,13,0,-0.4,3,13,-1,-0.4,36,11
Cc1ccsc1C(=O)OCC(=O)NCc1ccccc1,4,-25,/,/,-3,-9,-3,-1.0,/,7
CCOc1cc(Br)c(Br)c(C=Nc2ccc(NC(C)=O)cc2)c1O,-266,-7,-4,-7.9,1,7,2,1.8,16,5
COc1cccc(OC)c1C(=O)NC(=S)N1CCOCC1,-30,-7,-1,i,8,-22,4,0.9,12,-11
Cc1ccc(N2Cc3ccccc3C2=N)cc1[N+](=O)[O-],-12,-4,1,-0.5,1,-24,1,0.5,46,-17
CCC1=C(c2ccc(C)cc2)S(=O)(=O)N=C1N1CCC(C(=O)NCCCN2CCCCC2C)CC1 (stereo unspecified),14,16,0,0.7,0,-1,-7,0.8,-9,-12
CCCn1c(=O)c(C(=O)NCCc2ccc(OC)c(OC)c2)c(O)c2ccccc21,-25,7,5,i,1,-8,/,0.5,30,-3
O=[N+]([O-])c1cc(S(=O)(=O)N2CCOCC2)ccc1OCc1ccccc1C(F)(F)F,7,19,/,-1.0,-2,-10,/,2.6,/,5
